Bioassay records (PubChem BioAssay)
Fibroblast inh: blocks proliferation of human lung fibroblasts; LL 47 human lung fibroblast viability, ATP luminescence; active compounds read low; viability, % at 10 µM; actives 1.1% (n = 85,000);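 active = viability at or below 50% in the single dose screen; inactive = viability above 50%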;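 note: compound exposure lasted 72 h before the ATP readout; 100% = median luminescence of untreated cell-only wells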
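Benchmarks: Cell-only wells, no compound | Test system: LL 47 human lung fibroblasts, passage 12 or lower | Input: 1,150 cells/well | Measured by: CellTiter-Glo luminescence measuring cellular ATP | Medium: IMEM, 15% FBS supplement | Schedule: Overnight attachment after seeding, then 72 h compound exposure at 37 °C | Doses: Compound addition at 0.1% DMSO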
H69AR inhibit: growth inhibitors of human H69AR lung tumor cells; H69AR lung tumor viability, ATP luminescence, 72 h; active compounds read low; viability, % at 10 µM; actives 6% (n = 85,000); AID 598;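 active = viability at or below 40%; inactive = viability above 40%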;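 note: multidrug resistant small cell line overexpressing MRP-1 efflux transporter; 100% = mean luminescence of untreated control wells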
CYP2C19 inhib: human CYP2C19 inhibition; P33261; CYP2C19 Supersomes, luciferin-H EGE luminescence, 30 min; inhibition, % at 5 µM; actives 21% (n = 96,000); AID 778;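 active = CYP2C19 inhibition above a set limit at 5 µM in the primary screen, cut at about 50% in these data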;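 note: plate controls were negative control wells for no effect and 2.5 mM tranylcypromine positive control for full effect; values of inactives mirror those of a sister screen read the other way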
CYP2C19 activ: activators of human cytochrome P450 2C19; activation factor at 5 µM; recombinant CYP2C19, luciferin-H EGE luminescence; active compounds read high; 0 = fully inhibited enzyme, 1 = untreated enzyme; 96,000 tested, under 10 active;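 active = activation factor of at least 2 at 5 µM in the primary screen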;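 note: 0 = wells with 2.5 mM tranylcypromine and 1 = vehicle-only wells; values of inactives mirror those of a sister screen read the other way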
ERa coact pot: ER-alpha (human) coactivator binding potentiation. P03372. TR-FRET ERalpha-LBD/SRC-Cy5 coactivator binding, 2 h; 100 = basal binding, no effect. coactivator binding (% of control), % at 25.6 µM. actives 1.3% (n = 86,000). AID 639; in the data active = activity above about 200%;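 note: binding measured in presence of low estradiol as agonist stimulus; 0% = peptide alone without receptor and 100% = receptor with peptide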
HUVEC prolif 384: blocks proliferation of human endothelial cells; HUVEC proliferation, CellTiter-Glo luminescence, 72 h; active compounds read low; viability, % at 10 µM (by protocol); actives 1.1% (n = 86,000);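 active = viability at or below 30%; inactive = viability above 30%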;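 note: 100% = median luminescence of DMSO-only cell control wells on each plate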
ERa coact inh: ER-alpha (human) coactivator binding inhibition; TR-FRET ER-alpha LBD / SRC-1 peptide, estradiol-bound; inhibition, % at 25.6 µM; P03372; actives 1.7% (n = 86,000); AID 629; in the data active = inhibition above about 50%;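 note: 0% = receptor plus peptide control and 100% = peptide only without receptor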
Mac1 fbg inh: blocks human CD11b/CD18 adhesion to fibrinogen; P05107+P11215; K562 CD11b/CD18 adhesion to fibrinogen, ATPlite luminescence; Mn2+ added to activate the integrin; inhibition, % at 10 µM; actives 0.54% (n = 93,000); AID 1497;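 active = primary inhibition of 50% or more at 10 µM, then 40% or more on retest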; note: some results filed as inactive read as strong as hits
Target sequence (P05107 whole entry, looked up, other chains not shown): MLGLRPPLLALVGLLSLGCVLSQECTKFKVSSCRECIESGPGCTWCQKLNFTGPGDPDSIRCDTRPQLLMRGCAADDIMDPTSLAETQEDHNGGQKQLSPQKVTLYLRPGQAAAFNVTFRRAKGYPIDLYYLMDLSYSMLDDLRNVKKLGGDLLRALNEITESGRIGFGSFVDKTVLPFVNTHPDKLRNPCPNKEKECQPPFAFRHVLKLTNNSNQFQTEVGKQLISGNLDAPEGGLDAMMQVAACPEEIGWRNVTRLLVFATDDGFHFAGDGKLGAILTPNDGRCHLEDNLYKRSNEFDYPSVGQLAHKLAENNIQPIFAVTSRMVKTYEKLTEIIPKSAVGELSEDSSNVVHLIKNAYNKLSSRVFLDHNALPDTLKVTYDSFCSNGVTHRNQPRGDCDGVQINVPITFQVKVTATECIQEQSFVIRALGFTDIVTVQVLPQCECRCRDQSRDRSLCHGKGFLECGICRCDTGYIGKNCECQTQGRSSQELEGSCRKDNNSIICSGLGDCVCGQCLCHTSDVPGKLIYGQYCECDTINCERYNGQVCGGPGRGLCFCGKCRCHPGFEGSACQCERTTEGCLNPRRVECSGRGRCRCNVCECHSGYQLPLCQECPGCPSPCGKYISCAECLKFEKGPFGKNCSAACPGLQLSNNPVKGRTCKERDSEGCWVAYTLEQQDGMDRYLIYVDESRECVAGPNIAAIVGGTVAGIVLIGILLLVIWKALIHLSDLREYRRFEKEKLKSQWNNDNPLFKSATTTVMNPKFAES
Mac1 fbg enh: enhancers of human CD11b/CD18 binding to fibrinogen; P05107+P11215; K562 CD11b/CD18 adhesion to fibrinogen, ATPlite luminescence; activation, % at 10 µM; actives 0.07% (n = 93,000);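 active = 10 µM primary screen giving 50% or more activity, confirmed by 40% or more on retest at that dose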; note: strong numbers were not always called active
Numbers without * were called inactive; nt = no result given; [ ] = remark or other dose.

1	COc1ccc2nc(COC(=O)c3ccco3)c(C(C)=O)[n+]([O-])c2c1
2	CCOC(=O)c1sc(/N=C/Nc2nc(C)c(C(=O)OCC)s2)nc1C
3	COc1ccc(C=C(c2ccc(OC)cc2)c2ccc(OC)cc2)cc1
4	CCN(CC)C(=O)CCc1nc2sc3c(c2c(=O)[nH]1)CCCC3
5	O=C(Nc1cccc(Cl)c1)N1CCN(C/C=C/c2ccccc2)CC1
6	Cc1ccccc1NC(=O)NCc1ccco1
7	Cc1nnc(SCCC(=O)Nc2ccc(F)cc2)s1
8	COc1cc(OC)cc(C(=O)NN2CCCCC2)c1
9	CC(=O)NC1=NN(C(C)=O)C(C)(c2ccc(Cl)s2)S1 (stereo not drawn)
10	COc1ccccc1-c1nc(-c2ccccn2)no1
Compound	1	2	3	4	5	6	7	8	9	10
Fibroblast inh	104	111	92	101	89	92	103	nt	67	53
H69AR inhibit	96	97	99	98	84	100	85	nt	17*	40*
CYP2C19 inhib	12	7	-11	65*	42	-12	17	-9	nt	79*
CYP2C19 activ	0.9	0.9	1.1	0.4	0.6	1.1	0.8	1.1	nt	0.2
ERa coact pot	83	108[fluorescence artefact?]	92	90	79	106	94	nt	111	104
HUVEC prolif 384	99	104	107	93	64	108	85	nt	77	60
ERa coact inh	4	14[fluorescence artefact?]	10	2	0	-11	10[fluorescence artefact?]	nt	3	-2
Mac1 fbg inh	-6	12	-4	-7	19	-2	10	-21	nt	10
Mac1 fbg enh	-3	44	-2	-4	0	-3	-2	2	nt	0

11	CC1CN(c2nn3c(=O)c4ccccc4nc3c3ccccc23)CC(C)O1 (stereo not drawn)
12	N#Cc1c2n(cnc1=O)CCCCC2
13	O=S(=O)(/C=C/c1ccccc1)Nc1ccc(N2CCOCC2)cc1
14	C=CCn1c2ccccc2c2nnc(SC(CC)C(=O)Nc3sc4c(c3C#N)CCCC4)nc21 (stereo not drawn)
15	COc1ccc(C2=Nn3c(nnc3-c3ccc(OC)cc3)SC2)cc1
16	Cc1ccc2c(c1)NCC(C(=O)NCc1ccccc1)O2 (stereo not drawn)
17	COc1cc(Cl)c(S(=O)(=O)N2CCOCC2)cc1Cl
18	O=C(CSc1ncc(-c2ccccc2)n1CC1CCCO1)N1CCCCC1 (stereo not drawn)
19	Cc1ccc(OC(=O)CCC(=O)N2CCc3ccccc32)cc1
20	O=S(=O)(c1ccccc1)N1CCSC1c1ccco1 (stereo not drawn)
Compound	11	12	13	14	15	16	17	18	19	20
Fibroblast inh	94	93	91	nt	42*	96	101	107	93	91
H69AR inhibit	74	105	89	nt	22*	88	86	96	98	94
CYP2C19 inhib	0	-1	94*	53*	22	nt	29	58*	-1	36
CYP2C19 activ	1	1	0.1	0.5	0.8	nt	0.7	0.4	1	0.6
ERa coact pot	102	108[fluorescence artefact?]	97[fluorescence artefact?]	nt	122	125	115	109	73[fluorescence artefact?]	73
HUVEC prolif 384	87	100	83	nt	47	99	99	95	99	90
ERa coact inh	6[fluorescence artefact?]	5	11	nt	4	-3	4	-4	-5	32
Mac1 fbg inh	8	5	13	3	19	nt	5	22	9	-22
Mac1 fbg enh	6	-4	-1	10	-2	nt	5	6	-1	2

21	CC1=C(C(=O)Nc2ccccc2)C(c2cccnc2)n2nc(-c3cccnc3)nc2N1 (stereo not drawn)
22	COC(=O)Oc1cncc(C(=O)O)c1
23	CC(=O)N1c2ccccc2NC2=C(C(=O)CCC2)C1c1ccc(F)cc1 (stereo not drawn)
24	COc1ccc(N(CC(=O)Nc2cc(C)ccc2C)S(=O)(=O)c2c(C)nn(C)c2C)cc1
25	CCOC(=O)c1cc2c(=O)n3ccccc3nc2n(Cc2ccccc2Cl)c1=N
26	COC(=O)c1ccc(CSc2ccccc2C)o1
27	CNCC(O)COc1ccccc1 (stereo not drawn)
28	CO/N=C/NC(=O)C1=NOC(CNc2ncc(C(F)(F)F)cc2Cl)C1 (stereo not drawn)
29	COc1ccc(-c2ccc(CCC(=O)O)n2C(C)C)cc1
30	CCOC(=O)c1[nH]c2ccc(F)cc2c1NC(=O)CN1CCc2cc(OC)c(OC)cc2C1
Compound	21	22	23	24	25	26	27	28	29	30
Fibroblast inh	91	nt	89	98	81	96	100	100	nt	106
H69AR inhibit	80	nt	92	95	44	106	101	72	nt	61
CYP2C19 inhib	26	1	8	55*	22	nt	5	75*	15	68*
CYP2C19 activ	0.7	1	0.9	0.4	0.8	nt	1	0.3	0.9	0.3
ERa coact pot	135	nt	93	99	121	91	100	125	nt	113
HUVEC prolif 384	90	nt	99	99	80	110	106	91	nt	98
ERa coact inh	2	nt	-4	8	-8	-2	-3	1	nt	-20
Mac1 fbg inh	6	0	-1	-3	-16	nt	-2	-8	13	5
Mac1 fbg enh	1	-1	-3	-2	-1	nt	-4	-7	-1	2

31	Cc1cc(C)c(NC(=O)CS(=O)CC(=O)N2CCN(c3ccccc3)CC2)c(C)c1 (stereo not drawn)
32	O=C(CN1CCN(c2ccccc2)CC1)Nc1ccccc1C(F)(F)F
33	Cc1cc(C)nc(N(C#N)CN2C(=O)c3ccccc3S2(=O)=O)n1
34	O=[N+]([O-])c1cc([N+](=O)[O-])c(N2CCCCCC2)cc1NCCO
35	Cc1ncoc1C(=O)Nc1cccc(Cl)c1
36	CCN1C(=O)c2cccc3c(S(=O)(=O)Nc4ccccc4)ccc1c23
37	O=C(Nc1ccccn1)c1c(O)c2cccc3c2n(c1=O)CCC3
38	COc1ccccc1N1CCN(S(=O)(=O)CC23CCC(CC2=O)C3(C)C)CC1 (stereo not drawn)
39	O=C(CSC1=NC(=O)C(Cc2ccccc2)C(=O)N1)Nc1ncccn1 (stereo not drawn)
40	Cn1cnnc1SCC(=O)OCN1C(=O)c2ccccc2C1=O
Compound	31	32	33	34	35	36	37	38	39	40
Fibroblast inh	106	100	96	nt	105	69	91	99	99	118
H69AR inhibit	107	91	70	nt	87	63	35*	83	99	95
CYP2C19 inhib	-6	26	24	45	22	60*	7	60*	-16	4
CYP2C19 activ	1.1	0.7	0.8	0.5	0.8	0.4	0.9	0.4	1.2	1
ERa coact pot	100	84	114	nt	92	108	116[fluorescence artefact?]	117	96	110
HUVEC prolif 384	106	104	94	nt	98	65	113	102	115	90
ERa coact inh	1	-1	-19	nt	-7	11	21[fluorescence artefact?]	-4	2	-7
Mac1 fbg inh	2	31	-7	-3	-3	28	-6	-12	4	nt
Mac1 fbg enh	-3	-2	2	-3	6	-1	-4	1	-8	nt

41	Cc1n[nH]c(C)c1Cc1ccc(C(=O)O)cc1
42	COc1ccc2cc(C(c3nnnn3C3CCCC3)N3CCCCCC3)c3nnnn3c2c1 (stereo not drawn)
43	Cc1nnc(SCC(=O)N2CCc3ccccc32)s1
44	CC(C)(C)C(=O)CSc1nc2ncc(Br)cc2[nH]1
45	COc1ccccc1CNc1nc2nc(C)c(Cl)c(=O)n2[nH]1
46	CCc1ccccc1NC(=O)COC(=O)C1CC(=O)N(c2ccc(F)cc2)C1 (stereo not drawn)
47	COCCNC(=O)COc1ccccc1Cl
48	CC(C)CC(c1nnnn1Cc1ccccc1)N1CCC(C(N)=O)CC1 (stereo not drawn)
49	COc1ccc(C)cc1-n1nnnc1SCc1cn2ccsc2n1
50	N#CC(C(=O)NC1CCCCC1)c1nc2ccccc2nc1N1CCN(c2ccc(F)cc2)CC1 (stereo not drawn)
Compound	41	42	43	44	45	46	47	48	49	50
Fibroblast inh	101	95	94	119	99	107	107	102	97	74
H69AR inhibit	102	40	100	86	87	100	101	93	83	51
CYP2C19 inhib	-4	nt	48	91*	2	10	27	nt	87*	1
CYP2C19 activ	1	nt	0.5	0.1	1	0.9	0.7	nt	0.1	1
ERa coact pot	104	132	93	73[fluorescence artefact?]	125	116	105	210*[fluorescence artefact?]	86	142[fluorescence artefact?]
HUVEC prolif 384	105	43	102	99	92	95	97	96	89	68
ERa coact inh	3[fluorescence artefact?]	22[fluorescence artefact?]	-7	43	-19	3	1[fluorescence artefact?]	-6	3	10
Mac1 fbg inh	-31	nt	-12	5	0	-21	-8	nt	10	2
Mac1 fbg enh	2	nt	-2	-6	0	-2	3	nt	0	16

51	CCOC(=O)C1=C(c2ccccc2)N2CCS(=O)(=O)N=C2S1
52	CCCN1C(=O)c2ccccc2NC1c1ccc(OC)cc1OC (stereo not drawn)
53	CCOC(=O)c1cc(CNC(=O)c2c(C)oc3c2CCCC3)c(C)o1
54	CCOc1cc(C(=O)N2CCN(C/C=C/c3ccccc3)CC2)cc(OCC)c1OCC
55	CCOC(=O)c1c(C)nc2sc3c(=O)n(-c4ccc(C(C)=O)cc4)cnc3c2c1-c1ccc(OC)cc1
56	CCN(CC)C(=O)Cc1cc(C(=O)O)c2ccccc2n1
57	CN(C)C(=O)N1CCC(C(=O)NCC2CCCO2)CC1 (stereo not drawn)
58	CCN1C(=O)c2cccc3c(N)ccc1c23
59	O=C(Nc1cccc(NC(=O)c2ccc(-c3ccc(Br)cc3)o2)c1)c1ccco1
60	Clc1ccsc1-c1ccc2ccccc2n1
Compound	51	52	53	54	55	56	57	58	59	60
Fibroblast inh	94	99	101	102	nt	96	103	106	70	105
H69AR inhibit	89	104	82	54	nt	99	102	87	35*	93
CYP2C19 inhib	-2	63*	16	48	70*	0	-9	24	nt	-12
CYP2C19 activ	1	0.4	0.8	0.5	0.3	1	1.1	0.8	nt	1.1
ERa coact pot	91	111	100	83	nt	108	109	107[fluorescence artefact?]	108[fluorescence artefact?]	118
HUVEC prolif 384	112	95	91	100	nt	93	100	78	54	89
ERa coact inh	-4	4	6	-2	nt	-25	2	-10[fluorescence artefact?]	71*[fluorescence artefact?]	9[fluorescence artefact?]
Mac1 fbg inh	7	-2	-20	-1	-7	5	5	-11	nt	12
Mac1 fbg enh	1	-2	-4	0	-3	-4	-9	-6	nt	2

Six compounds picked at random from those above, as already listed:
55	CCOC(=O)c1c(C)nc2sc3c(=O)n(-c4ccc(C(C)=O)cc4)cnc3c2c1-c1ccc(OC)cc1
56	CCN(CC)C(=O)Cc1cc(C(=O)O)c2ccccc2n1
57	CN(C)C(=O)N1CCC(C(=O)NCC2CCCO2)CC1 (stereo not drawn)
60	Clc1ccsc1-c1ccc2ccccc2n1
51	CCOC(=O)C1=C(c2ccccc2)N2CCS(=O)(=O)N=C2S1
59	O=C(Nc1cccc(NC(=O)c2ccc(-c3ccc(Br)cc3)o2)c1)c1ccco1
Compound	55	56	57	60	51	59
Fibroblast inh	nt	96	103	105	94	70
H69AR inhibit	nt	99	102	93	89	35*
CYP2C19 inhib	70*	0	-9	-12	-2	nt
CYP2C19 activ	0.3	1	1.1	1.1	1	nt
ERa coact pot	nt	108	109	118	91	108[fluorescence artefact?]
HUVEC prolif 384	nt	93	100	89	112	54
ERa coact inh	nt	-25	2	9[fluorescence artefact?]	-4	71*[fluorescence artefact?]
Mac1 fbg inh	-7	5	5	12	7	nt
Mac1 fbg enh	-3	-4	-9	2	1	nt
